RXFP1 agonist – agonists of human relaxin receptor RXFP1; HEK293T-RXFP1 cAMP TR-FRET, 30 min; response scale: percent of porcine relaxin response, buffer zero; Potency, µM (titrated, usually from 57.5 µM), for the others: top-dose activation, hits mostly activators; actives 0.3% (n = 370,000); note: % is set by controls: 0 for no effect and ±100 for the full control effect; nearly all actives have a fitted effect of over 60% in size; many of its hits are not listed in these tables
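cAMP rise read by TR-FRET after 30 min, 37C compound exposure (up to 58 uM) in RXFP1-transfected HEK293 cells with Ro 20174 present. EC50 from Hill-equation fits, with 29 nM porcine relaxin as 100% and buffer as basal.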
TrxR1 substrate – is turned over as a substrate by rat TrxR1; O89049; purified TrxR1 substrate turnover, NADPH consumption readout; Potency, µM (titrated, usually from 114 µM), without a hit: top-dose activity change, negative = substrate turnover; actives 0.01% (n = 390,000); note: % is set by controls: 0 for no effect and ±100 for the full control effect; nearly all actives have a fitted effect of over 50% in size
Target sequence (O89049 whole entry, looked up): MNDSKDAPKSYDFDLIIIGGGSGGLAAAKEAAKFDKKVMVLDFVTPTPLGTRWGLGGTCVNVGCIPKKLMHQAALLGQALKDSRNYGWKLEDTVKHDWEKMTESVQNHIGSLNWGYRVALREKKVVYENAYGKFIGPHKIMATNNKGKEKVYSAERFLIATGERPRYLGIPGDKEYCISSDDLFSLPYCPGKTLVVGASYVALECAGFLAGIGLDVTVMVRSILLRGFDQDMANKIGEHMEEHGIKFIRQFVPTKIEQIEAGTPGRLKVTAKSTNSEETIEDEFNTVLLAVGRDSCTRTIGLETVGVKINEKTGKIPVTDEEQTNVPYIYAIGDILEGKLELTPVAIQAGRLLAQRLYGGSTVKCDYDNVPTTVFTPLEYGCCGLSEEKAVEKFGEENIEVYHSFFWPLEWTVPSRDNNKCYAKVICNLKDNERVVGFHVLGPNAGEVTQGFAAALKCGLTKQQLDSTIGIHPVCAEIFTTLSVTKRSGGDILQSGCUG
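Rat TrxR1, dispensed at 90 nM, was prereduced with 400 uM NADPH (final) for 5 min at ~22 deg C, then incubated with compound 15 min before 400 uM selenite. A first-read NADPH fluorescence drop versus no-compound background flagged substrates.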
RGS4 inh – human RGS4 inhibition. P49798. Transcreener GDP fluorescence polarization, RGS4-accelerated GTP hydrolysis. Potency, µM (doses to about 114 µM), inactives show at the top dose activity change, negative = inhibition, most hits filed as inhibitors. actives 0.039% (n = 390,000); note: % is set by controls: 0 for no effect and ±100 for the full control effect; nearly all actives have a fitted effect of over 75% in size; some results filed as inactive show a strong effect at the top dose
Target sequence (P49798 whole entry, looked up): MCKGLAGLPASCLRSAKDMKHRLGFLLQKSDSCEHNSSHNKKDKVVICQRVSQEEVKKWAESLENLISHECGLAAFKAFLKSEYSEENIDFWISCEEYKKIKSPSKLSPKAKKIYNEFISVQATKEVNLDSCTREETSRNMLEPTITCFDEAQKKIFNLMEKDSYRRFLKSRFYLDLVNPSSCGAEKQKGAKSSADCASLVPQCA
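MLSMR compounds (23 nl, pin-transferred) preincubated 10 min at room temperature with a 500nM (2x) first reagent, then RGS4 at 900nM (2x) plus Transcreener GDP mix added; fluorescence polarization (620/688 nm) read before and after 90 min at 30 °C.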
TrxR1 inh – inhibitors of rat thioredoxin reductase 1; O89049; recombinant rTrxR1, NADPH fluorescence consumption, selenite substrate; Potency, µM (highest dose often 114 µM), without a hit: at the top dose activity change, negative = inhibition, hits mostly inhibitors; actives 1% (n = 390,000); note: % is set by controls: 0 for no effect and ±100 for the full control effect; nearly all actives have a fitted effect of over 65% in size
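Rat TrxR1 (90 nM in the dispensed reagent) was pre-reduced with 400 uM NADPH for 5 min at room temperature, then incubated with compound for 15 min. After 400 uM selenite was added, NADPH fluorescence (Ex 340/Em 450 nm) was followed for 8 min.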
Vif-A3F inh – inhibitors of Vif-A3F interaction; HeLa A3F-eYFP + Vif (tagged APOBEC3F with the HIV-1 protein that degrades it), YFP fluorescence increase; Potency, µM (titrated, usually from 46.1 µM), inactives show top-dose activity, negative = active; actives 0.2% (n = 390,000); note: % of control where 0% means no effect; nearly all actives have a fitted effect of over 65% in size
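HeLa cells stably expressing Vif plus C-terminally eYFP-tagged A3F were seeded, incubated overnight at 37 deg C, dosed with compound, incubated overnight again at 37 deg C. Yellow fluorescence (Ex 488/Em 500-530) reported blocked Vif-mediated A3F-eYFP degradation.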
Vif-A3G inh – Vif-A3G binding inhibition. Q9HC16. HeLa A3G-eYFP + Vif (tagged APOBEC3G with the HIV-1 protein that degrades it), YFP fluorescence, overnight. Potency, µM (highest dose often 46.1 µM), for inactives: at the highest dose activity, negative = active, hits mostly inhibitors. actives 0.076% (n = 410,000);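 note: % is set by controls: 0 for no effect and ±100 for the full control effect; nearly all actives have a fitted effect of over 60% in size; hits raise eYFP signal because A3G escapes Vif-driven loss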
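HeLa cells stably expressing Vif and C-terminally eYFP-tagged A3G, seeded overnight at 37 deg C, then exposed to compound by pintool overnight at 37 deg C. Rise in yellow fluorescence (Ex 488/Em 500-530, Acumen) marks blocked Vif-driven A3G degradation.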
USP1-UAF1 inh – inhibitors of human USP1/UAF1 deubiquitinase. recombinant USP1/UAF1, Ub-Rhodamine cleavage fluorescence. actives 0.23% (n = 390,000). Potency, µM (top dose mostly 57.1 µM), inactives show top-dose activity change, negative = inhibition, hits mostly inhibitors; note: % is set by controls: 0 for no effect and ±100 for the full control effect; nearly all actives have a fitted effect of over 60% in size; inactives centre near -12
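USP1/UAF1 complex at 1 nM was preincubated with compound for 15 min at room temperature, then Ub-Rho substrate (150nM final) was added. Fluorescence (480/540 nm) was read kinetically, 6 reads every 60 seconds.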
ALOX12 inh – ALOX12 (human) lipoxygenase inhibition | actives 1.1% (n = 580,000) | P18054 | Potency, µM (highest dose often 108 µM), for inactives: top-dose activity change, negative = inhibition, hits mostly inhibitors | purified 12hLO, xylenol orange hydroperoxide absorbance | AID 1671190; note: % is set by controls: 0 for no effect and ±100 for the full control effect
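Purified human 12hLO at 150 nM in 25 mM Hepes, 0.01% Triton X-100, pH 7.0, preincubated 15 min at room temperature with compound. Reaction started with 40 uM arachidonic acid, 30 min at room temperature. Hydroperoxide measured by Fe-xylenol orange, 573/405 nm absorbance ratio.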
mIDH1 inhibitor – human IDH1 R132H inhibition. O75874. IDH1-R132H enzyme, NADPH consumption, diaphorase/resazurin fluorescence. Potency, µM (highest dose often 76.6 µM), without a hit: top-dose activity change, negative = inhibition, actives largely listed as inhibitors. actives 0.093% (n = 390,000). AID 602179; note: % is set by controls: 0 for no effect and ±100 for the full control effect; nearly all actives have a fitted effect of over 65% in size
Target sequence (O75874 whole entry R132H, stated change not applied): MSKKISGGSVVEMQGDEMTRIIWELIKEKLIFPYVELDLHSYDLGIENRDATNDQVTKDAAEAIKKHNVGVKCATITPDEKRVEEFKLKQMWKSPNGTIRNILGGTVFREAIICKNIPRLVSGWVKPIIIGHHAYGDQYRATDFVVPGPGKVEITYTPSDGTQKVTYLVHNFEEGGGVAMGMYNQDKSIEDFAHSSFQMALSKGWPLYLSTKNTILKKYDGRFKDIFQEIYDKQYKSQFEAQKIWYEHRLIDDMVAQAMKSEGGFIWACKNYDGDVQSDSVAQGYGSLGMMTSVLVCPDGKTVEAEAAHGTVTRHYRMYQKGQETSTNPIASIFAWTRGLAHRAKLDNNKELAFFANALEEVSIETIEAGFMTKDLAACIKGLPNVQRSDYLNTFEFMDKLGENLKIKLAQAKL
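IDH1-R132H (0.5 ug/mL dispensed) in pH 7.5 Tris buffer was preincubated 30 min with compound, then given a substrate mix of 0.016 mM NADPH and 2 mM alpha-KG for 80 min at room temperature; remaining NADPH was read by diaphorase/resazurin fluorescence.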
* hit, by the source's call; ? = inconclusive; · = not tested or not shown; & = joins results of further samples; [ ] = another dose, or the depositor's remark. Calls come from the whole dose curve; as a rule, active = well fitted curve in the direction sought with a large enough effect; inconclusive = small, poorly fitted or top-dose-only effect, or another doubt; inactive = no such curve, though single readings can be large; an effect the other way counts as inactive or inconclusive. Potency is the fitted concentration of half-maximal effect. Not all compounds are listed (hit frequency here may not be typical).

Compound,USP1-UAF1 inh,mIDH1 inhibitor,Vif-A3F inh,RXFP1 agonist,RGS4 inh,ALOX12 inh,TrxR1 inh,Vif-A3G inh,TrxR1 substrate
CCOCCc1nnc(NC(=O)C(=O)c2cc(C)n(-c3ccc(Cl)cc3)c2C)s1,-5%,-10%,0%,0.7%,-12%,-13%,18%,-1%,-1%
Cc1occc1-c1n[nH]c(=S)n1-c1ccccc1,-15%,11%,0%,14%,-41%,?,-24%,4%,-3%
O=C(CCNC(=O)c1ccc(Cl)cc1)Nc1c(F)c(F)cc(F)c1F,-10%,1%,-1%,0.0%,6%,-30%,-4%,-1%,-8%
NC(=O)c1ccc(Oc2ccc(Cl)cc2)c([N+](=O)[O-])c1,-1%,7%,-1%,1.6%,13%,0%,11%,2%,0%
O=C(CSCc1ccccc1)Nc1ccc(F)c(F)c1,1%,4%,3%,0.6%,8%,-26%,-6%,0%,-15%
COC(=O)C(C#N)C(=C1C(=O)CC(C)(C)CC1=O)c1ccc(O)cc1 (stereo not given),5%,2%,-5%,-0.6%,23%,?,5%[57.1 µM],5%,17%[57.1 µM]
O=C(Nc1cccc(Br)c1)c1cc(=O)c2ccccc2o1,-1%,-5%,-1%,25%,11%,8%,4%,2%,-2%
O=C(OCC(=O)N1CCc2ccccc21)C1CCCN1S(=O)(=O)c1ccc(Cl)cc1 (stereo not given),-15%,7%,-15%,-0.6%,-3%,-14%,20%,-2%,-3%
COc1ccc(OC)c(/C=C(/C#N)c2nc(-c3ccc(-c4ccccc4)cc3)cs2)c1,-11%,0%,?,1.4%,-26%,-49%,17%,-1%,4%
COC(=O)c1c(NC(=O)CCCOc2ccc(C(C)(C)C)cc2)sc2c1CCC(C)C2 (stereo not given),7%,-4%,-3%,2.6%,9%,-21%,11%,2%,6%

Three compounds out of the list above, arranged by the number in TrxR1 substrate, descending:
SMILES	TrxR1 substrate
COc1ccc(OC)c(/C=C(/C#N)c2nc(-c3ccc(-c4ccccc4)cc3)cs2)c1	4%
O=C(Nc1cccc(Br)c1)c1cc(=O)c2ccccc2o1	-2%
O=C(OCC(=O)N1CCc2ccccc21)C1CCCN1S(=O)(=O)c1ccc(Cl)cc1 (stereo not given)	-3%

Back to the main list with the 3 entries that preceded the break.
Compound,USP1-UAF1 inh,mIDH1 inhibitor,Vif-A3F inh,RXFP1 agonist,RGS4 inh,ALOX12 inh,TrxR1 inh,Vif-A3G inh,TrxR1 substrate
O=C(OCC(=O)N1CCc2ccccc21)C1CCCN1S(=O)(=O)c1ccc(Cl)cc1 (stereo not given),-15%,7%,-15%,-0.6%,-3%,-14%,20%,-2%,-3%
COc1ccc(OC)c(/C=C(/C#N)c2nc(-c3ccc(-c4ccccc4)cc3)cs2)c1,-11%,0%,?,1.4%,-26%,-49%,17%,-1%,4%
COC(=O)c1c(NC(=O)CCCOc2ccc(C(C)(C)C)cc2)sc2c1CCC(C)C2 (stereo not given),7%,-4%,-3%,2.6%,9%,-21%,11%,2%,6%
CCN1CCN(S(=O)(=O)c2ccc(C(=O)Nc3sc4c(c3C(N)=O)CCN(CC)C4)cc2)CC1,-26%,14%,?,1.6%,-14%,41%[activator],-6%,-14%,-7%
Cc1ccc(NC(=O)CN2C(=O)COc3ccc(S(=O)(=O)N4CCCC4)cc32)c(C)c1,-27%,-20%,0%,-1.9%,-1%,2%,20%,-8%,4%
COc1ccc(S(=O)(=O)N2CCC(C(=O)N3CCCC3)CC2)cc1,-3%,6%,1%,0.7%,-21%,0%,-13%,-5%,3%[57.1 µM]
CC(=O)Nc1ccc(NC(=O)C2CCCN2S(=O)(=O)c2ccc3c(c2)CCCC(=O)N3)cc1 (stereo not given),-11%,-16%,3%,0.0%,-1%,-20%,12%[57.1 µM],1%,5%[57.1 µM]
COCCNC(=O)c1ccc(CS(=O)(=O)c2cccc(C(F)(F)F)c2)o1,-23%,7%,1%,1.7%,-19%,6%,-25%,-2%,-2%
C=CCN1C(=O)/C(=C/c2ccc(OCC(=O)O)cc2)S/C1=N/c1nccs1,-6%,0%,8%,-0.5%,-15%,-24%,4%[57.1 µM],1%,-12%
COCc1nnc(NC(=O)C2CC(=O)N(C3CCCCC3)C2)s1 (stereo not given),-19%,-3%,5%,0.2%,-18%,13%,31%,3%,9%
CC(C)CN(CC(C)C)C(=O)CS(=O)(=O)Cc1ccccc1,-9%,1%,-3%,2.8%,2%,-10%,-3%,-1%,1%
NC(=O)C1CC(=O)N(c2ccc(OCc3ccccc3Cl)cc2)C1 (stereo not given),-17%,3%,2%,-2.7%,-4%[11.4 µM],-5%,19%,2%,1%
Cc1cc(C(=O)CSc2n[nH]c(N)n2)c(C)n1-c1ccc2c(c1)OCO2,-14%,0%,0%,-0.5%,-33%,14%,-14%,-9%,-6%

Two of these compounds in a different format:
NC(=O)C1CC(=O)N(c2ccc(OCc3ccccc3Cl)cc2)C1 (stereo not given)
  USP1-UAF1 inh: -17%
  mIDH1 inhibitor: 3%
  Vif-A3F inh: 2%
  RXFP1 agonist: -2.7%
  RGS4 inh: -4%[11.4 µM]
  ALOX12 inh: -5%
  TrxR1 inh: 19%
  Vif-A3G inh: 2%
  TrxR1 substrate: 1%
Cc1cc(C(=O)CSc2n[nH]c(N)n2)c(C)n1-c1ccc2c(c1)OCO2
  USP1-UAF1 inh: -14%
  mIDH1 inhibitor: 0%
  Vif-A3F inh: 0%
  RXFP1 agonist: -0.5%
  RGS4 inh: -33%
  ALOX12 inh: 14%
  TrxR1 inh: -14%
  Vif-A3G inh: -9%
  TrxR1 substrate: -6%

New compounds follow
Compound,USP1-UAF1 inh,mIDH1 inhibitor,Vif-A3F inh,RXFP1 agonist,RGS4 inh,ALOX12 inh,TrxR1 inh,Vif-A3G inh,TrxR1 substrate
CC(Sc1nc2ccccc2n1C)C(=O)Nc1ccc(N2CCOCC2)cc1 (stereo not given),-18%,4%,6%,-1.5%,3%,-5%,6%[11.4 µM],-7%,3%[11.4 µM]
Cn1c(=O)c2c(nc(NCc3cccnc3)n2Cc2ccccc2Cl)n(C)c1=O,-1%,-2%,-2%,15%,-5%,4%,-2%,0%,-2%
COC(=O)c1ccc(C(=O)N2CCCC(Nc3ccc(F)c(F)c3)C2)cc1 (stereo not given),-21%,5%,-9%,1.4%,17%,-1%,-1%,0%,-4%
N#C/C(=C\C=C\c1ccccc1[N+](=O)[O-])c1nc(-c2ccc3c(c2)OCO3)cs1,-3%,-1%,-10%,2.1%,-9%,?,-1%,0%,3%
O=C(CCC1CCCC1)NCCS(=O)(=O)N1CCN(c2ccccc2)CC1,-3%,-1%,3%,0.1%,-11%,-5%,-11%,1%,-15%
COCCNC(=O)C(=O)Nc1ccc(Br)cc1,2%,2%,0%,0.1%,9%,20%,16%,-7%,-3%[57.1 µM]
COc1ccc(N2CCN(C(=O)c3cc4c(C)nc5ccccc5c4o3)CC2)cc1,-10%,7%,2%,-0.3%,9%,3%,-3%,-3%,-4%
COC(=O)[C@@H]1C[C@H]2CC[C@H](O)C[C@H]2N1Cc1ccc(C)s1,-19%,11%,-11%,-2.7%,-24%,?,-8%,2%,7%
COc1cccc(NC(=O)CSc2cc(C)c3ccccc3n2)c1,?,·,·,1.9%,-3%,-24%,15%,·,2%
CC(C)Oc1cccc(C(=O)C2CCCN(C(=O)c3ccsc3)C2)c1 (stereo not given),-10%,-8%,3%,2.9%,31%,-5%,28%,0%,3%
C=CCOc1cccc(/C=N/NC(=O)C(=O)NCc2ccco2)c1,-5%,2%,-6%,0.7%,29%,0%,0%,?,-10%
Cc1ccc(-c2nnc(Nc3cccc(Cl)c3)c3ccccc23)cc1S(=O)(=O)N1CCCCC1,-6%,-2%,2%,0.2%,-40%,-4%,-16%,-2%,13%
CNC(=O)N1CCN(C(=O)NC)CC1,-9%,1%,0%,0.4%,-9%,14%,27%,0%,3%
O=C(c1ccccc1)c1ccc(C(=O)N2CCN(c3ccc(F)cc3)CC2)o1,-20%,10%,·,1.5%,34%,-7%,-8%,-1%,17%
Cc1ccccc1C(=O)NC(CC(C)C)C(=O)OCc1cc(=O)n2cc(Br)ccc2n1 (stereo not given),0%,-3%,0%,15%,4%,2%,0%,0%,-2%
CC(C)C1Nc2ccc(C(=O)NCc3ccco3)cc2NC1=O (stereo not given),-2%,2%,12%,-0.1%,-27%,80%[activator],-16%,-6%,6%
CC(C)CNC(=O)C1CCN(c2ccc(S(=O)(=O)N3CCOCC3)cc2Cl)CC1,2%,0%,-5%,0.8%,29%,3%,6%,0%,3%
Cc1ccc(Cl)cc1-n1ncc2c(NCCCn3ccnc3)ncnc21,-15%,-5%,1%,-1.3%,17%,-16%,10%[57.1 µM],0%,-2%[57.1 µM]
CN(CC(=O)NC1CCCCC1)S(=O)(=O)c1cccc2cccnc12,?,5%,1%,3.5%,8%,15%,18%,0%,3%
CCCCNC(=O)Nc1ccc2c(c1)N(C)C(=O)c1ccccc1S2,-16%&-15%,-3%&-1%,-20%&2%,?,-29%&-84%,?,1%[57.1 µM],2%&0%,-13%[57.1 µM]
O=C(O)c1cccc(S(=O)(=O)Nc2ccccc2Cl)c1,-10%,9%,4%,-1.5%,-17%,-8%,10%[57.1 µM],1%,14%[57.1 µM]
COC(=O)[C@@]12CCCCN1[C@H](c1ccc(-c3ccc(C(C)=O)cc3)cc1)[C@@H]1C(=O)N(C)C(=O)[C@@H]12,-9%,-3%,1%,1.8%,14%,0%,17%,0%,-7%

Screening data: PubChem, National Center for Advancing Translational Sciences (NCATS)
